Screens deposited in PubChem by Broad Institute.
IDH1 mut inh: inhibitors of IDH1 R132H reductase, primary screen, biochemical, plate reader, single point | 70,000 compounds, 0.18% hits | AID 624101, 2012 | inhibition, % at 10 µM | Isocitrate dehydrogenase [NADP] cytoplasmic (Homo sapiens), O75874 | diaphorase/resazurin fluorescence, 60 min; in the data active = inhibition above about 34%;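 note: 0% = DMSO and 100% = no enzyme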
Target sequence (O75874 whole entry R132H): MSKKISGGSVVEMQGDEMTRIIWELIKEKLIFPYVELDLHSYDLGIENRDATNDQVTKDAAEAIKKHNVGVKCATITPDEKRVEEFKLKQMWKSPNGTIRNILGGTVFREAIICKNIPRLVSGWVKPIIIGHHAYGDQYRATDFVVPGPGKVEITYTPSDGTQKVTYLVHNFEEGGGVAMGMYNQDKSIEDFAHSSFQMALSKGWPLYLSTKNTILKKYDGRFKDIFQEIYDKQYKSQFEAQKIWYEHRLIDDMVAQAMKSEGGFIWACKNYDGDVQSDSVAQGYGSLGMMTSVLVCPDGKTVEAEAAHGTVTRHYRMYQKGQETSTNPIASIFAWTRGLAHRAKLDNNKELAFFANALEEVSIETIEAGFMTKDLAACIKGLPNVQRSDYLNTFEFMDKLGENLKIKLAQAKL
PRC2 inh: EZH2/PRC2 methyltransferase inhibitors, primary screen, biochemical, DELFIA time-resolved fluorescence, single point; 57,000 compounds, 0.35% hits; PRC2 H3K27 methylation, DELFIA TRF, 1 h; inhibition, % at 12.5 µM; AID 651548, 2012;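 active = mean inhibition of replicates at least 50% and every single replicate also reaching 50%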;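 note: dimethyl H3K27 on biotinylated H3 21-44 peptide detected by antibody; plate controls were median neutral control wells for no effect and median positive control wells for full effect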
Active calls of the source: *; x = no result given; & = joins results of further samples.

Order of values – IDH1 mut inh | PRC2 inh
C[C@H]1CN([C@@H](C)CO)C(=O)c2cccc(NS(=O)(=O)c3ccccc3)c2O[C@@H]1CN(C)S(=O)(=O)c1cn(C)cn1
  -1.1 | x
C[C@@H]1CN([C@@H](C)CO)C(=O)c2cc(NC(=O)CCC(F)(F)F)ccc2O[C@H]1CN(C)Cc1ccc2c(c1)OCO2
  x | 6
C[C@@H]1CN([C@H](C)CO)C(=O)CCCn2cc(nn2)CO[C@H]1CN(C)Cc1ccc(Cl)c(Cl)c1
  -0.6 | 8
COC(=O)c1c(NC(=O)COc2ccc(Cl)c(C)c2)sc2c1CCC2
  0.0 | -13
CO[C@@H]1CN(C)C(=O)c2ccc(NS(=O)(=O)c3ccccc3C)cc2OC[C@@H](C)NC[C@H]1C
  0.1 | 3
COC(=O)c1ccc(Cl)c(NC(=O)CSc2nnc(-c3ccc(Cl)cc3)o2)c1
  0.2 | 12
COCC#Cc1ccc2c(c1)O[C@@H](CN(C)S(=O)(=O)c1ccc(F)cc1)[C@H](C)CN([C@@H](C)CO)S2(=O)=O
  -0.2 | x
Cc1noc(C)c1NC(=O)NCC[C@@H]1CC[C@H](NC(=O)c2ccncc2)[C@H](CO)O1
  0.3 | 0
Cc1ccc(S(=O)(=O)NCC[C@@H]2CC[C@@H](NC(=O)c3ccccn3)[C@@H](CO)O2)cc1
  -0.5 | -5
O=C(C[C@H]1C[C@@H]2c3cc(NC(=O)C4CCOCC4)ccc3O[C@@H]2[C@H](CO)O1)NCCN1CCCCC1
  -0.5 | 2

Going on with the list:
Order of values – IDH1 mut inh | PRC2 inh
C[C@@H]1CCCCO[C@@H](CN(C)S(=O)(=O)c2ccccc2)[C@@H](C)CN([C@H](C)CO)C(=O)c2cc(NC(=O)CCC(F)(F)F)ccc2O1
  -4.3 | x
C[C@@H]1CN([C@@H](C)CO)C(=O)c2cc(NC(=O)Cc3cn(C)c4ccccc34)ccc2O[C@@H]1CN(C)CC1CCCCC1
  -29 | x
Cc1nnc(SCC(=O)Nc2ccc(C)c([N+](=O)[O-])c2)s1
  -0.2 | -4
O=C(CSc1nnnn1-c1ccccc1)Nc1ccc(-c2ccc([N+](=O)[O-])cc2)cc1
  0.4 | -10
COc1ccccc1NC(=O)N(C)C[C@H]1Oc2cc(Br)ccc2S(=O)(=O)N([C@H](C)CO)C[C@H]1C
  -13 | 6&3
C[C@H]1CN([C@@H](C)CO)C(=O)c2cc(C3=CCCC3)cnc2O[C@H]1CN(C)Cc1ccc(F)cc1
  0.7 | 37
Cc1cccc(CN(C)C[C@@H]2Oc3ncc(-c4cccc(C(F)(F)F)c4)cc3C(=O)N([C@H](C)CO)C[C@@H]2C)c1
  -0.7 | x
CN1CCN(C(=O)C[C@H]2C[C@H]3c4cc(NC(=O)Nc5ccc(C(F)(F)F)cc5)ccc4O[C@H]3[C@@H](CO)O2)CC1
  -1.3 | -5
C[C@@H]1O[C@@H](O[C@@H]2[C@@H](O)[C@H](C)O[C@@H](OC[C@H]3O[C@@H](Oc4c(-c5ccc(O)cc5)oc5cc(O)cc(O)c5c4=O)[C@H](O)[C@@H](O)[C@H]3O)[C@@H]2O)[C@H](O)[C@H](O)[C@H]1O
  -0.3 | x
CN(C)CC(=O)Nc1ccc2c(c1)[C@@H]1C[C@@H](CC(=O)NCc3cccnc3)O[C@H](CO)[C@@H]1O2
  0.4 | 7

Quoted from the listing.
IDH1 mut inh result of Cc1nnc(SCC(=O)Nc2ccc(C)c([N+](=O)[O-])c2)s1 → -0.2
IDH1 mut inh result of Cc1noc(C)c1NC(=O)NCC[C@@H]1CC[C@H](NC(=O)c2ccncc2)[C@H](CO)O1 → 0.3

Laid out differently: results already given
smiles	IDH1 mut inh	PRC2 inh
Cc1nnc(SCC(=O)Nc2ccc(C)c([N+](=O)[O-])c2)s1	-0.2	-4
O=C(CSc1nnnn1-c1ccccc1)Nc1ccc(-c2ccc([N+](=O)[O-])cc2)cc1	0.4	-10

Other structures
Order of values – IDH1 mut inh | PRC2 inh
COCC#Cc1cnc2c(c1)C(=O)N([C@H](C)CO)C[C@@H](C)[C@H](CN(C)C(=O)C1CCC1)O2
  x | -4
CCCC(=O)Nc1ccc2c(c1)C(=O)N(C)C[C@H](OC)[C@H](C)CN(C(=O)c1ccccn1)[C@H](C)CO2
  0.1 | -19
O=C1CCC(O)c2cccc(O)c21 (stereo unspecified)
  0.0 | -25
Cc1ccc(S(=O)(=O)Nc2ccc3c(c2)CC(=O)N([C@H](C)CO)C[C@H](C)[C@H](CN(C)C(=O)NC(C)C)O3)cc1
  -0.7 | -1
COc1ccccc1NC(=O)N(C)C[C@H]1Oc2ncc(C#CCC(C)C)cc2C(=O)N([C@H](C)CO)C[C@H]1C
  -4.6 | -12
O=C(N[C@@H]1CC[C@@H](CCn2cc(Cc3ccccc3)nn2)O[C@H]1CO)c1cnccn1
  0.4 | 18
COc1cc(OC)c(C2=NOC(C(=O)Nc3c(C)nn(Cc4ccc(F)cc4)c3C)C2)cc1Cl (stereo unspecified)
  -0.2 | 14
CCN(CC)CCc1nc(-c2ccccc2)no1
  -0.1 | 13
Cc1noc(C)c1NC(=O)Nc1ccc2c(c1)C(=O)N([C@@H](C)CO)C[C@H](C)[C@H](CN(C)Cc1ccc(Cl)c(Cl)c1)OCCCC[C@@H](C)O2
  -2.4 | x
CO[C@H]1CN(C)C(=O)c2ccc(NC(=O)C3CC3)cc2OC[C@@H](C)N(C(=O)NC(C)C)C[C@@H]1C
  0.0 | 1

The list continues.
Order of values – IDH1 mut inh | PRC2 inh
O=C(Cc1ccccn1)N[C@H]1CC[C@@H](CCn2cc(-c3cccnc3)nn2)O[C@@H]1CO
  -0.2 | 33
C[C@@H]1CN([C@H](C)CO)S(=O)(=O)c2ccc(C#CC3CC3)cc2O[C@H]1CN(C)C(=O)c1ccccn1
  -0.2 | 13
CO[C@@H](C(=O)N(C)C[C@H]1OCc2ccccc2-c2ccccc2C(=O)N([C@H](C)CO)C[C@@H]1C)c1ccccc1
  -0.2 | 5
O=C(C[C@H]1C[C@@H]2c3cc(NC(=O)C4CCC4)ccc3O[C@@H]2[C@@H](CO)O1)NCCc1ccccc1
  0.3 | 12
O=C(NO)c1ccc(C(=O)N/N=C/c2cccc(Br)c2)cc1
  x | 22
CCCN(C)C[C@@H]1Oc2ncc(-c3cccc(C#N)c3)cc2C(=O)N([C@@H](C)CO)C[C@H]1C
  0.3 | -7
CCCNC(=O)Nc1ccc2c(c1)C(=O)N(C)C[C@H](OC)[C@H](C)CN(CCC)[C@H](C)CO2
  0.1 | 8
C[C@H]1CN([C@@H](C)CO)C(=O)Cc2cc(NS(=O)(=O)c3ccc(F)cc3)ccc2O[C@@H]1CN(C)Cc1ccccc1
  -1.8 | -9
C[C@@H]1CN([C@H](C)CO)C(=O)Cc2cc(NC(=O)CCC(F)(F)F)ccc2O[C@H]1CN(C)S(=O)(=O)c1cccs1
  1.4 | x
CNC[C@H]1Oc2ccc(N(C)C)cc2CC(=O)N([C@H](C)CO)C[C@@H]1C
  2.7 | 7

Part of the list above in order of molar mass, rising.
Order of values – IDH1 mut inh | PRC2 inh
O=C(NO)c1ccc(C(=O)N/N=C/c2cccc(Br)c2)cc1
  x | 22
O=C(Cc1ccccn1)N[C@H]1CC[C@@H](CCn2cc(-c3cccnc3)nn2)O[C@@H]1CO
  -0.2 | 33
O=C(C[C@H]1C[C@@H]2c3cc(NC(=O)C4CCC4)ccc3O[C@@H]2[C@@H](CO)O1)NCCc1ccccc1
  0.3 | 12

Later entries.
Order of values – IDH1 mut inh | PRC2 inh
Cc1ccc(S(=O)(=O)Nc2ccc3c(c2)C(=O)N([C@H](C)CO)C[C@@H](C)[C@@H](CN(C)C(=O)Nc2ccc(C(F)(F)F)cc2)O3)cc1
  0.2 | x
C[C@H]1CCCCO[C@H](CN(C)C(=O)C2CCCCC2)[C@@H](C)CN([C@@H](C)CO)C(=O)c2cc(NC(=O)Nc3ccc(C(F)(F)F)cc3)ccc2O1
  0.1 | x
COc1ccc(C(=O)Nc2ccc3c(c2)OC[C@@H](C)NC[C@H](C)[C@H](OC)CN(C)C3=O)cc1
  -0.1 | 5
O=C(NCC[C@H]1CC[C@@H](NS(=O)(=O)c2ccc(Cl)cc2)[C@@H](CO)O1)c1ccccc1F
  -0.2 | -5
Cc1noc(C)c1NC(=O)Nc1ccc2c(c1)C(=O)N([C@H](C)CO)C[C@@H](C)[C@@H](CN(C)C(=O)NC1CCCCC1)O2
  0.7 | x
CC(C)C#Cc1cnc2c(c1)C(=O)N([C@H](C)CO)C[C@H](C)[C@@H](CN(C)Cc1cncnc1)O2
  -0.1 | -5
CC(C)(C)C(=O)OCOC(=O)[C@@H]1N2C(=O)[C@@H](N=CN3CCCCCC3)[C@H]2SC1(C)C
  -1.1 | x
C[C@@H]1CN([C@@H](C)CO)C(=O)c2cc(NC(=O)c3ccncc3)ccc2O[C@@H]1CN(C)C(=O)Nc1cccc2ccccc12
  -0.9 | -5
CO[C@@H]1CN(C)C(=O)c2ccc(NC(C)=O)cc2OC[C@@H](C)N(Cc2cc(F)ccc2F)C[C@H]1C
  -0.1 | -40
C[C@@H]1CN([C@H](C)CO)C(=O)c2cccc(N(C)C)c2O[C@@H]1CN(C)Cc1ccc(C(=O)Nc2ccccc2N)cc1
  x | -1

Remaining list, next part
Order of values – IDH1 mut inh | PRC2 inh
CSCC[C@H](NC(=O)[C@H](Cc1ccccc1)NC[C@@H](NC[C@@H](N)CS)C(C)C)C(=O)O
  -4.2 | x
CC1=CC=C(C=O)C(C)(C)C1OC(=O)/C=C(\C)CO (stereo unspecified)
  -0.4 | -7
C[C@@H]1CN([C@H](C)CO)C(=O)c2cccc(N(C)C)c2O[C@@H]1CN(C)Cc1ccncc1
  -0.2 | 3
CCC(=O)N1C[C@H](C)[C@@H](OC)CN(C)C(=O)c2ccc(NC(=O)NC(C)C)cc2OC[C@H]1C
  -0.1 | -1
CC(C)NC(=O)N[C@@H]1CC[C@@H](CCNC(=O)C2CCCC2)O[C@@H]1CO
  0.5 | 5
COc1cc(/C=C/C=N/NC(=O)c2cccc(C(=O)NO)c2)ccc1O
  x | -4
CC(C(=O)Nc1cc(C(F)(F)F)ccc1Cl)n1cc([N+](=O)[O-])cn1 (stereo unspecified)
  -0.2 | -10
C[C@@H]1CN([C@H](C)CO)C(=O)Cc2cc(NC(=O)Cc3cn(C)c4ccccc34)ccc2O[C@@H]1CN(C)Cc1ccncc1
  -21 | -18
Cc1noc(C)c1NC(=O)N(C)C[C@@H]1OCCCC[C@H](C)Oc2ccc(NC(=O)C3CCCCC3)cc2C(=O)N([C@H](C)CO)C[C@@H]1C
  -1.4 | x
O=C(CCCCCCC(=O)Nc1ccccc1O)N/N=C/c1ccc(F)c(Oc2ccccc2)c1
  0.0 | 0

(more compounds)
Order of values – IDH1 mut inh | PRC2 inh
COCc1cn(CC[C@H]2CC[C@@H](NC(=O)c3ccc(F)cc3)[C@H](CO)O2)nn1
  0.3 | 8
C[C@H]1CN([C@@H](C)CO)C(=O)c2ccccc2-c2ccccc2CO[C@H]1CN(C)C(=O)[C@H]1CCCN1C
  -0.8 | 3
COc1ccc(S(=O)(=O)N(C)C[C@@H]2Oc3cc(C#CC4CCCCC4)ccc3S(=O)(=O)N([C@@H](C)CO)C[C@H]2C)cc1
  x | -25
C[C@@H]1CCCCO[C@H](CN(C)C(=O)Nc2ccccc2)[C@@H](C)CN([C@@H](C)CO)C(=O)c2cc(NS(=O)(=O)c3ccc(F)cc3)ccc2O1
  -1.2 | x
O=C(C[C@H]1C[C@@H]2c3cc(NS(=O)(=O)c4ccc(F)cc4)ccc3O[C@@H]2[C@H](CO)O1)NCCN1CCCCC1
  -0.1 | -6
C[C@@H]1CN([C@H](C)CO)C(=O)c2cc(NC(=O)Nc3ccccc3)ccc2O[C@@H](C)CCCCO[C@@H]1CN(C)S(=O)(=O)c1ccc(F)cc1
  -0.6 | x
CNC[C@@H]1Oc2c(NC(=O)C3CCOCC3)cccc2C(=O)N([C@H](C)CO)C[C@H]1C
  0.6 | -3
O=C(C[C@H]1C=C[C@H](NC(=O)C2CCC2)[C@@H](CO)O1)NCC1CC1
  0.3 | 18
C[C@@H]1CCCCO[C@H](CN(C)S(C)(=O)=O)[C@@H](C)CN([C@H](C)CO)C(=O)c2cc(NC(=O)C3CCCCC3)ccc2O1
  1.4 | -4
CC1CCc2c(sc(NC(=O)COc3cccc4ccccc34)c2C#N)C1 (stereo unspecified)
  0.3 | 3

Additional results.
Order of values – IDH1 mut inh | PRC2 inh
COc1cccc(C#Cc2cnc3c(c2)C(=O)N([C@H](C)CO)C[C@@H](C)[C@H](CN(C)C(=O)C2CC2)O3)c1
  x | 0
CC(=O)N/C(=N/c1nc(C)cc(C)n1)Nc1cc(C)cc(C)c1
  -0.1 | -11
C[C@H]1CN([C@@H](C)CO)S(=O)(=O)c2ccc(C3=CCCC3)cc2O[C@@H]1CN(C)C(=O)CN(C)C
  5.6 | -17
CCC(=O)N(C)C[C@@H]1Oc2cc(C3=CCCC3)ccc2S(=O)(=O)N([C@H](C)CO)C[C@H]1C
  -0.8 | -5
Cc1ccc(N2C(=O)C3C4C=CC(CNC(=S)Nc5ccc(Br)cc5)(O4)C3C2=O)cc1 (stereo unspecified)
  -0.5 | 8
CCCNC(=O)N[C@@H]1CC[C@@H](CC(=O)N2CCN(C)CC2)O[C@H]1CO
  0.4 | -3
CCC(=O)N(C)C[C@H]1Oc2cc(C#C[C@H](C)O)ccc2S(=O)(=O)N([C@H](C)CO)C[C@@H]1C
  0.5 | 8

No new results follow: 2 of the compounds above.
Order of values – IDH1 mut inh | PRC2 inh
Cc1ccc(N2C(=O)C3C4C=CC(CNC(=S)Nc5ccc(Br)cc5)(O4)C3C2=O)cc1 (stereo unspecified)
  -0.5 | 8
CCCNC(=O)N[C@@H]1CC[C@@H](CC(=O)N2CCN(C)CC2)O[C@H]1CO
  0.4 | -3

An excerpt (hit frequency here may not be typical).
